High-throughput results as filed in PubChem.
Mito fusion yeast – qHTS Assay for Small Molecule Inhibitors of Mitochondrial Division or Activators of Mitochondrial Fusion; Potency, µM (titrated, usually from 46.1 µM), for inactives: at the top dose growth rescue (activation), actives largely listed as activators; hit rate 0.23% among 320,000; S. cerevisiae fusion-defective mutant growth rescue, CellTiterGlo 48 h;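 further: potency means the concentration at half of the fitted maximal effect; % of control where 0% means no effect; nearly all actives have a fitted effect of over 45% in size; temperature-sensitive fusion mutants such as fzo1-1 at 37 °C on non-fermentable ethanol glycerol medium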
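Read-out: ATP-based luminescence (CellTiterGlo, 10 min ambient) reporting growth of fusion-defective ts yeast after 48 hours at 37C on glycerol/ethanol YPEG medium in the presence of compound.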
MLL CXXC-DNA inh – qHTS Fluorescence Polarization Assay for Inhibitors of MLL CXXC domain - DNA interaction; Histone-lysine N-methyltransferase 2A (Homo sapiens), Q03164; MLL-CXXC / FITC-HOXA9 DNA fluorescence polarization; Potency, µM (series often up to 115 µM), for inactives: at the highest dose activity change, negative = inhibition, most hits filed as inhibitors; hit rate 0.037% among 290,000; active means well fitted inhibition curve with a large enough effect in the polarisation, with a control signal flat, not every such curve was filed as active; inconclusive means small, poorly fitted or top-dose-only effect, or effect the other way, or a change in a side signal; inactive means no such curve, though single readings can be large or run the other way; the % refers to the polarisation; further: potency means the concentration at half of the fitted maximal effect
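Fluorescence polarization: 7 uM MLL-CXXC (stock) preincubated 5 min with compounds, then 50 nM fluorescein-HOX-A9 DNA (stock) added; 30 min ambient. Buffer 50 mM Tris-HCl pH 7.5, 50 mM NaCl, 1 mM DTT, 0.05% BSA.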
A-T KAP1 phos – qHTS Assay for Identifying a Potential Treatment of Ataxia-Telangiectasia | […] A-T fibroblasts, KAP-1 phosphorylation AlphaLISA; neocarzinostatin DNA damage 30 min before lysis | Potency, µM (top dose mostly 57.5 µM), without a hit: at the top dose activation, actives largely listed as activators | hit rate 0.19% among 320,000 | AID 485349, 2010; further: potency means the concentration at half of the fitted maximal effect; % of control where 0% means no effect; nearly all actives have a fitted effect of over 45% in size
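hTERT-immortalized A-T patient fibroblasts ([…]), 500 cells/well in OPTI-MEM, 1% FBS, got compounds for 60 min, then NCS for 30 min at 37C. Lysates were then assayed for phospho-KAP-1 by AlphaLISA (anti-pKAP1 donor, anti-KAP1 acceptor beads), 6 hr at 25C.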
TSHR antag – Antagonists of the Thyroid Stimulating Hormone Receptor: HTS campaign. TSHR-expressing cells, TSH-stimulated cAMP HTRF, 2 h; stronger effect = lower value. activity change, negative = inhibition, % at 11.5 µM. hit rate 0.2% among 330,000;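 active means activity change below a set negative limit, meaning inhibition stronger than a set level, cut at about -70% in these data; inconclusive means activity change between two set negative limits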; further: on the % scale 0 is the no-effect control and ±100 the full control effect
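Antagonism was scored as loss of TSH-driven cAMP in TSHR cells, stimulated with 4nM TSH (EC80) for 2 hours at 37 deg C and detected by homogeneous HTRF competition immunoassay.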
TCR activator – Activators of T cell receptors: qHTS campaign | primary human leukocytes, anti-CD3, IL-2 HTRF, 48 h | Potency, µM (doses to about 9.22 µM), for inactives: at the highest dose activation of IL-2 secretion, actives largely listed as activators | AID 504894, 2011 | 330,000 tested, under 10 active; further: % of control where 0% means no effect
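Primary human leukocytes receive a-CD3 beads and test compound and are incubated 48 hr. Secreted IL-2 is then assayed by HTRF, measuring 665nm acceptor emission after 320nm excitation of the europium donor.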
Menin-MLL TR inh – qHTS Assay for Inhibitors Targeting the Menin-MLL Interaction in MLL Related Leukemias: Competition With Texas Red Labeled MLL-derived Mutant Peptide; O00255; Menin + Texas Red MLL mutant peptide, fluorescence polarization; Potency, µM (titrated, usually from 61.6 µM), inactives show at the top dose FP activity change, negative = inhibition, most hits filed as inhibitors; hit rate 0.23% among 270,000; active means well fitted inhibition curve with a large enough effect in the polarisation, with a control signal flat, not every such curve was filed as active; inconclusive means small, poorly fitted or top-dose-only effect, or effect the other way, or a change in a side signal; inactive means no such curve, though single readings can be large or run the other way; the % refers to the polarisation; further: potency means the concentration at half of the fitted maximal effect; % of control where 0% means no effect; many of its hits are not listed in these tables
Target sequence (O00255 whole entry, looked up): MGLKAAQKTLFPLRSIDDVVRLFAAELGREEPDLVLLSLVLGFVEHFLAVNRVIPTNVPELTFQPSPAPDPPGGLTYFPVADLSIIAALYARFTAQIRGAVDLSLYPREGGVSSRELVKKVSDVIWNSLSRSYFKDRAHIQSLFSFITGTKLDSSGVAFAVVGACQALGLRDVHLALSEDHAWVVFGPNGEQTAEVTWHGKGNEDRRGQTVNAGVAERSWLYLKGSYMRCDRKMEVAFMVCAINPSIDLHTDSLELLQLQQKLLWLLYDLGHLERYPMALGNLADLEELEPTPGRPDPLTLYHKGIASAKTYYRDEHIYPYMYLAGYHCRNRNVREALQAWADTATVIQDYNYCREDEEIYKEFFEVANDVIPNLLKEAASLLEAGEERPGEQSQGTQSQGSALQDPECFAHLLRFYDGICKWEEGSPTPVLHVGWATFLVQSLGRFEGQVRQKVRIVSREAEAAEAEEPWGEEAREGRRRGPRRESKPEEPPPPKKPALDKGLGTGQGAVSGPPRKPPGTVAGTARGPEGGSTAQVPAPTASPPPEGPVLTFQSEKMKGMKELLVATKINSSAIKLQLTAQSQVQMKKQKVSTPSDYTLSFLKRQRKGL
PTAP TSG101 blk – qHTS Assay for Iinhibitors of HIV-1 Budding by Blocking the Interaction of PTAP/TSG101 | AID 493005, 2010 | Fluorescence polarization, FITC-PTAP peptide / Tsg101 binding | Tumor susceptibility gene 101 protein (Homo sapiens), Q99816 | Potency, µM (highest dose often 115 µM), inactives show at the top dose activity change, negative = inhibition, actives largely listed as inhibitors | 340,000 tested, under 10 active; active means well fitted inhibition curve with a large enough effect in the main read-out, with a control signal flat, not every such curve was filed as active; inconclusive means small, poorly fitted or top-dose-only effect, or effect the other way, or a change in a side signal; inactive means no such curve, though single readings can be large or run the other way; further: potency means the concentration at half of the fitted maximal effect; % of control where 0% means no effect
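Steps: Tsg101 binding domain dispensed (10 uM final), compounds pinned in DMSO, FITC-labeled PTAP-motif peptide added (50 nM final); after 20 min binding at room temperature, polarization measured.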
MBNL1-CUG inh – qHTS Assay for Inhibitors of MBNL1-poly(CUG) RNA binding; AID 2675, 2010; hit rate 0.036% among 280,000; Potency, µM (titrated, usually from 57.5 µM), inactives show top-dose activity change, negative = inhibition, usual class: inhibitors; Muscleblind-like protein 1 (Homo sapiens), Q9NR56; TR-FRET MBNL1-His/biotin-(CUG)12 binding, 665/545 ratio; active means well fitted inhibition curve with a large enough effect in the signal ratio, with a control signal flat, not every such curve was filed as active; inconclusive means small, poorly fitted or top-dose-only effect, or effect the other way, or a change in a side signal; inactive means no such curve, though single readings can be large or run the other way; the % refers to the signal ratio; further: potency means the concentration at half of the fitted maximal effect; on the % scale 0 is the no-effect control and ±100 the full control effect
Target sequence (Q9NR56 whole entry, looked up): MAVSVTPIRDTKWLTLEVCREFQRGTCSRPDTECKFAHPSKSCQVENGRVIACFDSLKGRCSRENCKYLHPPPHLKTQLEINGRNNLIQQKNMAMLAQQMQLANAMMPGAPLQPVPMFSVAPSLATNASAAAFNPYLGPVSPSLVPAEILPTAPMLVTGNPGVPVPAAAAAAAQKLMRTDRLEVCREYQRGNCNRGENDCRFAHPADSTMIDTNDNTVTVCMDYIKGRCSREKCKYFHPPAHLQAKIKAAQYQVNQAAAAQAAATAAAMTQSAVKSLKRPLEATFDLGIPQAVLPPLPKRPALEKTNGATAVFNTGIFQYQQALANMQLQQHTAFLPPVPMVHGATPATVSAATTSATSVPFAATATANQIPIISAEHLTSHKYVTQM
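Compound titration spanned 92 nM–58 uM against the MBNL1-His/biotin-(CUG)12 complex. After 60 min at room temperature with 5 nM streptavidin-XL665 and 0.055 ng/ul terbium anti-His, ratiometric 665/545 nm emission (Ex 340 nm) normalized to controls.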
a7 integrin act – qHTS for Activators of Integrin-Mediated Alleviation for Muscular Dystrophy. Potency, µM (series often up to 38.3 µM), inactives show at the top dose activation, usual class: activators. alpha7betagal myoblasts, beta-gal FDG fluorescence, 48 h. AID 624291, 2012. hit rate 0.064% among 350,000;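 further: potency means the concentration at half of the fitted maximal effect; 100% = response of the positive control SU9516; nearly all actives have a fitted effect of over 60% in size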
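Alpha7betagal+/- myoblasts (passage 13) were plated 16-24 hr, then exposed to compounds (1:260 dilution of DMSO stock) for 48 hours at 37C. After MPER lysis, β-galactosidase reporter activity was read as FDG fluorescence (ex 480/em 540) after 30 minutes.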
ASM inhibitor – Inhibitors of Secretory Acid Sphingomyelinase (S-ASM): qHTS. placental ASM, HMU-PC fluorogenic substrate, 60 min. Potency, µM (titrated, usually from 57.5 µM), without a hit: top-dose activity change, negative = inhibition, most hits filed as inhibitors. hit rate 0.006% among 340,000; further: potency means the concentration at half of the fitted maximal effect
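HMU-PC0 cleavage (9 uM final) by human placental ASM, 60 min at 37 °C following 10 min compound exposure at RT; stopped at pH 10, fluorescence Ex 386/Em 447 nm.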
* hit, by the source's call; u = inconclusive; x = not tested or not shown; [ ] = dose if it differs, or a comment. Unless noted, the call rests on the fitted dose curve; in most records, active means well fitted curve in the direction sought with a large enough effect; inconclusive means small, poorly fitted or top-dose-only effect, or another doubt; inactive means no such curve, though single readings can be large; an effect the other way counts as inactive or inconclusive. A portion of the library. The share of hits here may be higher or lower than overall.

item | SMILES | Mito fusion yeast | MLL CXXC-DNA inh | A-T KAP1 phos | TSHR antag | TCR activator | Menin-MLL TR inh | PTAP TSG101 blk | MBNL1-CUG inh | a7 integrin act | ASM inhibitor
1 | COc1ccc(NC(=O)CN2C(=O)COc3ccc(S(=O)(=O)N4CCOCC4)cc32)c(OC)c1 | -0.2% | 1.2% | -8.8% | -11.8 | 3.8% | -10.2% | -2.3% | -0.7% | 34.8% | -0.6%
2 | CN(CC(=O)Nc1cccc(F)c1)C(=O)c1ccc(OCc2cn3ccccc3n2)cc1 | x | x | 8.1% | x | x | x | -4.2% | x | -20.2% | 5.8%
3 | CN(CC(=O)Nc1cccc(F)c1)C(=O)c1cccnc1Sc1ccc(Cl)cc1 | u | x | 3.4% | 17.1 | 4.2% | x | -1.2% | x | 9.3% | -0.2%
4 | C=CCn1cccc(C(=O)Nc2cc(OC)ccc2OC)c1=O | 0.2% | 18.0% | 2.2% | -0.3 | 1.5% | 64.4%[activator] | -3.0% | -0.7% | 4.8% | -0.3%
5 | CCOc1c(Cl)cc(CNCC(C)C)cc1Cl | x | x | x | x | 1.9% | x | -2.6% | x | 2.8% | 5.3%
6 | S=C(NCc1ccncc1)Nc1cc(Cl)cc(Cl)c1 | -0.7% | 1.5% | 0.8% | -8.5 | 1.3% | x | -12.1% | -1.6% | -15.0% | -0.4%
7 | N#CC1C(=N)Cc2ccccc2-c2ccccc21 (centres undefined) | x | x | x | x | -2.4% | x | -3.2% | x | -9.7% | 0.4%
8 | COc1ccccc1NS(=O)(=O)c1cc(C(=O)N2CCCC2)ccc1C | -1.7% | x | -2.5% | -1.2 | 5.5% | x | -11.4% | x | 0.0% | -0.1%
9 | Cc1onc(-c2ccccc2)c1C(=O)c1c[nH]c(C(=O)NCc2ccccn2)c1 | -2.7% | 6.2% | -1.4% | -1.5 | -4.6% | 3.8% | -1.9% | -2.3% | -22.4% | -2.3%
10 | O=C1O/C(=C/c2ccccc2)c2ccccc21 | -1.1% | -8.8% | -1.6% | -0.1 | -12.1%[46.1 µM] | 23.4% | 1.8% | 13.1% | -7.0% | 6.8%
11 | OC1CCN(c2c3c(nc4cc(-c5ccc(F)cc5)nn24)CCC3)CC1 | 21.3% | 3.6% | 1.4% | -3.1 | 2.2% | 0.0% | -9.7% | 9.3% | -1.3% | 5.0%
12 | CC(C)C(NC(=O)Nc1ccccc1)C(=O)Nc1cccc(S(=O)(=O)N(C)C)c1 (centres undefined) | 19.9% | 0.8% | 9.1% | -4.3 | -0.5% | 18.4% | -0.5% | -7.0% | -14.8% | 3.3%
13 | Cc1c(Cl)cccc1NC(=S)N1CCCN(Cc2ccccc2F)C1 | u | 14.6% | -3.0% | 4.6 | -1.5% | -18.1% | -1.6% | -1.7% | -43.7% | -0.6%
14 | O=C(Nc1ncc(Cc2ccccc2)s1)C1COc2ccccc2O1 (centres undefined) | -0.6% | 10.0% | -2.0% | 16.3 | -1.6% | 18.8% | 0.4% | -4.0% | -3.7% | -0.2%
15 | Cc1ccc(S(=O)(=O)c2nc(-c3ccccc3)oc2NCc2cccnc2)cc1 | 6.4% | -0.6% | 1.3% | -5.8 | -4.6% | 13.0% | -10.2% | -5.4% | 18.8% | -1.9%
16 | CC1(C)CC(=O)c2cnc(NC(=O)c3ccco3)nc2C1 | 0.0% | 11.8% | -1.0% | 3.2 | 1.1% | 16.7% | -1.6% | -0.7% | 10.0% | -1.9%
17 | CNC(=O)CN(c1cc([N+](=O)[O-])ccc1OC)S(C)(=O)=O | -3.5% | 1.2% | 6.3% | 2.8 | -2.4%[46.1 µM] | -9.5% | -4.7% | 25.5% | 7.9% | 4.9%
18 | O=C(Nc1cc(S(=O)(=O)N2CCCCC2)ccc1N1CCCCC1)c1ccncc1 | 4.6% | -8.3% | 13.6% | -2.7 | 2.9% | x | -0.6% | 6.1% | 27.0% | -0.2%
19 | Cc1nn(Cc2ccccc2)c2sc(C(=O)N3CCN(Cc4ccc5c(c4)OCO5)CC3)cc12 | u | 5.2% | x | x | 4.3% | -27.2% | -3.5% | -10.7% | -62.3%[inhibitor] | -0.3%
20 | CCCCNC(=O)Cn1c(=O)n(C)c2ccccc21 | -5.8% | 5.1% | -3.8% | 5.9 | -0.7%[46.1 µM] | -18.7% | 0.4% | -9.9% | -13.0% | 1.8%
21 | Cc1ccc(S(=O)(=O)N(CC(=O)NCC2CCCO2)Cc2cccc(C)c2)cc1 (centres undefined) | 2.1% | 12.1% | 6.6% | 5.8 | 4.0% | x | -1.8% | 0.2% | -18.1% | 3.4%
22 | O=C(Nc1ccccc1C(F)(F)F)N1CCC(n2c(=O)[nH]c3ccccc32)CC1 | 1.6% | 1.2% | x | 2.8 | 1.1%[46.1 µM] | 15.9% | 0.3% | u | -18.1% | 1.2%
23 | CC(C)(C)Cc1nnc(NS(=O)(=O)c2ccc(F)cc2)s1 | 4.3% | -5.7% | 1.9% | -9.2 | 3.8% | -7.3% | -3.0% | -0.2% | 0.0% | 2.0%
24 | Nc1ccc(-c2ccc(C(=O)O)s2)cn1 | -2.0% | 20.1% | 0.6% | -5.9 | -1.0% | -8.1% | 1.6% | 1.6% | 15.0% | 276.7%[activator]
25 | Cc1cc(C)c(NC(=O)CN2C(=O)NC3(CCCCC3)C2=O)c(Cl)c1 | -1.4% | -1.1% | -6.1% | 0.3 | -11.4% | 10.6% | -3.7% | -1.3% | -38.7% | 3.9%
26 | O=C(CCc1nnc2ccc(NCc3ccccc3)nn12)NC1CCCC1 | 1.0% | 0.2% | 7.8% | 8.3 | -1.2% | x | -2.2% | -0.8% | -12.5% | 4.6%
27 | CC(=O)c1ccc(-c2ccc(-c3cc(=O)oc4c(C(C)C)ccc(C)c34)cc2)cc1 | x | x | 10.1% | -10.2 | 0.2%[46.1 µM] | -2.0% | 0.7% | x | -6.1% | -13.5%
28 | CCc1ccc(-c2cc(C)no2)cc1S(=O)(=O)N1CCN(c2ccc(F)cc2)CC1 | 6.6% | -3.8% | 1.2% | -18.5 | 10.1% | 14.3% | -3.1% | -0.1% | -10.8% | -9.8%
29 | CCS(=O)(=O)N1Cc2ccccc2CC1C(=O)N(C)CC(=O)Nc1ccc(OC)cc1 (centres undefined) | -3.1% | x | -5.2% | 3.0 | x | x | -4.8% | x | -7.9% | -0.3%
30 | CN(Cc1ccccc1F)C(=O)C1CCCN(C(=O)c2ccc(Cl)cc2)C1 (centres undefined) | 0.4% | x | 3.6% | 8.5 | 0.2% | x | -5.6% | x | 13.8% | 1.7%
31 | COc1ccc(-n2c(SCc3ccccn3)nc3c(c2=O)SCC3)cc1OC | 0.1% | -7.9% | -1.0% | 29.2 | -0.1% | -2.7% | -1.3% | u | -4.7% | -3.0%
32 | COc1ccc(OC)c(/C=C2\SC(N3CCCC(C)C3)=NC2=O)c1 (centres undefined) | 12.6µM* | 5.4% | 13.2% | -15.7 | 6.6% | -25.3% | -2.4% | u | 7.4% | 72.7%[activator]
33 | CCc1ccccc1N1C(=O)C2C3C=CC(CC3)C2C1=O (centres undefined) | 5.1% | 7.7% | -8.6% | 14.1 | 4.0% | 1.7% | -4.4% | -1.2% | -9.4% | -4.4%
34 | CC(C)N(C(=O)[C@H]1C[C@H](CC(=O)NCc2ccco2)C(=O)N2CCc3c([nH]c4ccc(Cl)cc34)[C@]12C)C(C)C | x | x | -4.3%[11.5 µM] | 2.5 | 10.9%[46.1 µM] | x | -3.4% | x | -2.5% | -14.1%
35 | O=C(O)CCCCCCCCc1cn(CN2C(=O)c3ccccc3C2=O)nn1 | 1.0% | -20.5% | -2.0% | 8.7 | 0.3% | -13.4% | -3.4% | u | 9.0% | 10.3%
36 | CCC(C)NS(=O)(=O)c1ccc(NC(=O)c2cccs2)cc1 (centres undefined) | 0.8% | 5.0% | 1.7% | 16.6 | 4.3% | -1.9% | -3.8% | 28.3% | 3.0% | -1.2%
